# From PubChem BioAssay
# Bfl-1 Bim block – inhibitors of Bim binding to Bfl-1, primary screen, biochemical, multiplexed, bead-based flow cytometry. Bim-Bfl-1 binding inhibition. inhibition, % at 10 µM. 190,000 compounds, 0.12% hits. AID 1008, 2008;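 note: 0% = wells without compound plus tracer and 100% = blocker peptide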
# Rab7 wt GTP bind – modulators of GTP binding to Rab7, primary screen, biochemical, wildtype, multiplex bead flow cytometry. Rab7 GTPase wild type (dog), Bodipy-FL-GTP binding. GST-Rab7 beads, fluorescent GTP binding; actives lie on both sides; untreated = 100%, excess cold GTP = 0%. GTP binding activity (percent of control), % at 10 µM. 190,000 compounds, 0.055% hits;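 active = fluorescent GTP binding to Rab7 beads changed by at least 20 points from the 100% baseline, either direction, mostly lower; inconclusive = compound itself probably fluorescent, or too few beads counted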;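 note: median green fluorescence of bound Bodipy-FL-GTP per Rab7 bead population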
# Rab2A wt mod – modulators of GTP binding to Rab2A wildtype, primary screen, biochemical, dog, bead-based flow cytometry, multiplex; 190,000 compounds, 0.19% hits; GST-Rab2 wt beads, Bodipy-GTP binding; AID 760, 2007; GTP binding activity, % at 10 µM; Ras-related protein Rab-2A (Canis lupus familiaris), P61105;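 active = GTP binding activity at least 20 points away from 100%, either lowered or raised; inconclusive = signal likely due to the compound's own green fluorescence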;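 note: 0% = beads with excess unlabeled GTP and 100% = no-compound control corrected for plate trend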
# Bcl-B Bim block – inhibitors of Bim-Bcl-B binding, primary screen, biochemical, multiplexed, human Bcl-2 family; Bcl-2-like protein 10 (Homo sapiens), Q9HD36; bead-based flow cytometry, Bim peptide-Bcl-B binding; inhibition, % at 10 µM; 190,000 compounds, 0.073% hits; AID 951, 2007;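 note: 0% = tracer peptide without compound and 100% = reference inhibitor peptide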
# Target sequence (Q9HD36 whole entry, looked up): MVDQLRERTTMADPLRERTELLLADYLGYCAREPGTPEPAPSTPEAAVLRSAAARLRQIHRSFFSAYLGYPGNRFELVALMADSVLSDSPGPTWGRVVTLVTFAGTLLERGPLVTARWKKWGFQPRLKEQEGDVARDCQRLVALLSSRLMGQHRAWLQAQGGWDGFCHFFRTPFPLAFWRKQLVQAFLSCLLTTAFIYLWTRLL
# Bim-Bcl-W – inhibitors of Bim binding to Bcl-W, primary screen, biochemical, multiplexed, bead-based flow cytometry; Bim peptide-Bcl-W binding; inhibition, % at 10 µM; Bcl-2-like protein 2 (Homo sapiens), Q92843; 190,000 compounds, 0.02% hits;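 note: 0% = bound tracer without compound and 100% = peptide blocker; higher means less fluorescent Bim peptide bound to Bcl-W beads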
# Target sequence (Q92843 whole entry, looked up): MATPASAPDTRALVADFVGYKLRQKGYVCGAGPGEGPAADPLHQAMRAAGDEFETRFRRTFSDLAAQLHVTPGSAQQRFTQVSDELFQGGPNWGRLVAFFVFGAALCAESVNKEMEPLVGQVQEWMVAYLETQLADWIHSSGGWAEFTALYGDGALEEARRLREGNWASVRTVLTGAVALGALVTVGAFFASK
# Bim-Bcl-2 – inhibitors of Bim-Bcl-2 binding, primary screen, biochemical, multiplexed, human Bcl-2 family | 190,000 compounds, 0.06% hits | Bead-based flow cytometry, Bim peptide-Bcl-2 binding | inhibition, % at 10 µM; in the data active = inhibition above about 40%; inconclusive = no clear call, values can overlap the other calls;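 note: 0% = no compound wells with probe peptide and 100% = reference peptide inhibitor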
# Target sequence (P10415 whole entry, looked up): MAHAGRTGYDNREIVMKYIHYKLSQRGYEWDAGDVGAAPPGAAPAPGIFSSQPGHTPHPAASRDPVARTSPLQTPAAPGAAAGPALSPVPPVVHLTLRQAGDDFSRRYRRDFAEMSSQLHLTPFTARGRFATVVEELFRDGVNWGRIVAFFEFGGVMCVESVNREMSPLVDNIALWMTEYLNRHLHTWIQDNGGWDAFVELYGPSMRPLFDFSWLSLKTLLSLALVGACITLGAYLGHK
# Cdc42 wt GTP – modulators of GTP binding to wildtype Cdc42, primary screen, biochemical, multiplex bead flow cytometry, Bodipy-GTP; GST-Cdc42 beads; actives lie on both sides; percent activity (GTP binding), % at 10 µM; 190,000 compounds, 0.2% hits;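 active = percent activity GTP binding at least 20 points away from the 100% baseline, either down as inhibitor or up as activator; inconclusive = compound flagged as likely green fluorescent from well-wide comparison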;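 note: median bead fluorescence of bound Bodipy-FL-GTP at 100 nM; 0% = excess unlabeled GTP control and 100% = no compound control; below 100% means less GTP binding so inhibitor and above means activator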
# Target sequence (P60953 whole entry, looked up): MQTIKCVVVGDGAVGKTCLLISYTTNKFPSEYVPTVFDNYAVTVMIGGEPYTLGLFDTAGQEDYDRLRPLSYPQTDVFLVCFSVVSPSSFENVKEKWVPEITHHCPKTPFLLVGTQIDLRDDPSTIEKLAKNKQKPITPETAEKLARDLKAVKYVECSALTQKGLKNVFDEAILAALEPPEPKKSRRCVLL
# Rac1 wt modul – wildtype Rac1 GTP binding modulators, primary screen, biochemical, GST-Rac1 beads, flow cytometry, multiplex | fluorescent GTP binding; actives lie on both sides; 0 = cold GTP competed, 100 = untreated | 190,000 compounds, 0.27% hits | AID 757, 2007 | Ras-related C3 botulinum toxin substrate 1 (Homo sapiens), P63000 | GTP binding activity (% of control), % at 10 µM;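 active = GTP binding activity at least 20 points away from the 100% control level, either lower or higher; inconclusive = compound flagged as likely green fluorescent, judged across all proteins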
# Bcl-XL Bim block – inhibitors of Bim-Bcl-XL binding, primary screen, biochemical, multiplexed, bead flow cytometry, human Bcl-XL; 190,000 compounds, 0.04% hits; Bcl-2-like protein 1 (Homo sapiens), Q07817; inhibition, % at 10 µM; Bim peptide-Bcl-XL binding, fluorescence
# HRas wt GTP bind – modulators of GTP binding to HRas wildtype, primary screen, biochemical, bead-based flow cytometry, multiplex. GST-Ras wt beads, Bodipy-FL-GTP binding; actives lie on both sides. GTP binding activity, % at 10 µM. 190,000 compounds, 0.14% hits. AID 759, 2007;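 active = GTP binding activity at least 20% away from the 100% baseline, either lowered as inhibitor or raised as activator; inconclusive = flagged as likely green fluorescent, judged across all proteins in the well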;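 note: 0% = unlabeled GTP competition control and 100% = no-compound control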
# Target sequence (P01112 whole entry, looked up): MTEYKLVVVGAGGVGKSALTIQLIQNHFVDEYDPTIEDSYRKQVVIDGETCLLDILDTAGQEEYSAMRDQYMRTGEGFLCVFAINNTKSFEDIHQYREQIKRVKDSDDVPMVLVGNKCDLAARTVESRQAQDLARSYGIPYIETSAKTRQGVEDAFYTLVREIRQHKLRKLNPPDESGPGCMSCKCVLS
# Rac1 act GTP bind – GTP binding modulators of activated mutant Rac1, primary screen, biochemical, bead-based flow cytometry, multiplex, fluorescent GTP. percent activity (GTP binding), % at 10 µM. 190,000 compounds, 0.11% hits. GST-Rac1 activated beads; actives lie on both sides; 100% means binding = to untreated wells. AID 764, 2007;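 active = GTP binding at least 20 percentage points away from the 100% baseline, in either direction, so actives lie on both sides; inconclusive = Compound likely fluorescent itself, or too few beads counted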
# An asterisk follows results filed as active; u = inconclusive. Cut-off read from the data, not from the text of the source, unless noted: active = inhibition above about 40%. This is a random part of the collection. About 0.62% of those tested had a hit in this group.
SMILES,Bfl-1 Bim block,Rab7 wt GTP bind,Rab2A wt mod,Bcl-B Bim block,Bim-Bcl-W,Bim-Bcl-2,Cdc42 wt GTP,Rac1 wt modul,Bcl-XL Bim block,HRas wt GTP bind,Rac1 act GTP bind
CC(C)(C)n1nnnc1C(c1cc2cc3c(cc2[nH]c1=O)OCO3)N1CCN(c2ccccc2)CC1 (stereo not given),-1,101,104,-2,-1,0,102,104,-1,102,101
OCCC1CN(Cc2cccc(C(F)(F)F)c2)CCN1Cc1ccccc1 (stereo not given),-3,96,98,-3,-5,-7,98,102,-4,98,99
CC1CN(S(=O)(=O)c2ccc(C(=O)Nc3nc(-c4cc5ccccc5o4)cs3)cc2)CC(C)O1 (stereo not given),-4,102,102,-10,-5,-6,99,108,-8,106,102
CCOC(=O)c1c(C)n(C)c2ccc(OC(=O)c3ccco3)cc12,-3,97,98,-2,0,-3,102,103,-1,101,97
O=C(Nc1ccc(F)cc1F)c1cccnc1,-8,100,97,-2,5,-5,102,105,-7,102,95
CCCCNC(=O)CSc1nc2ccccc2c(=O)n1CCNC(C)=O,-2,u,u,3,0,-5,u,u,1,u,u
CCN(CC)c1nc(-c2ccccc2)ncc1S(=O)(=O)c1ccc(C)cc1,-4,97,96,-7,3,1,96,98,-1,96,97
c1ccc(-c2ncc3c(ccc4ccccc43)n2)cc1,-1,103,100,-7,-4,0,105,105,-8,100,99
COc1ccc(CCNC(=O)CCCn2c(SCC#N)nc3ccccc3c2=O)cc1OC,-7,96,107,-2,-4,-5,107,109,-4,105,100
C/C(=N/N1CCN(c2ccccn2)CC1)c1ccc([N+](=O)[O-])cc1,1,102,99,0,-3,-2,100,100,-2,100,99
O=C(CNC(=O)c1cc2ccccc2o1)NCc1cccs1,-2,102,97,-5,-2,-5,100,102,-3,98,97
CCOc1ccc(OCC)c(-c2c(=O)n(OCc3ccccc3C(=O)OC)c3ccccc3[n+]2[O-])c1,-7,99,100,-9,-1,-2,104,110,0,102,101
O=C(CSc1ccc(-c2ccco2)nn1)NC1CCCCC1,-1,109,98,0,0,-1,94,96,1,97,95
Cc1ccc(C(=O)NC2CC(C)(C)NC(C)(C)C2)c(C)c1,-15,98,97,-6,0,-9,96,98,5,98,97
Cc1cc(NC(=O)CN2CCN(c3ncccn3)CC2)no1,-14,98,97,-10,-3,-13,99,107,-9,102,99
CCn1cc(C(=O)Nc2ccc(-n3cnnn3)c(OC)c2)c(=O)c2ccc(C)nc21,-11,97,98,-2,3,-4,99,101,-6,99,96
Cc1cc(/C=c2/sc3nc4ccccc4n3c2=O)c(C)n1-c1ccccn1,0,94,98,-1,0,-5,100,100,1,100,99
C1CCCC(N2CCNCC2)CC1,-2,99,102,-7,-3,-3,103,103,-5,102,101
COc1ccc(C(=O)N2CCC(n3c(C)nc4cc(F)ccc43)CC2)cc1OC,0,94,94,2,0,1,98,96,0,97,96
COCC1CCN(Cc2nc(Cc3ccccc3Cl)no2)CC1,-6,106,98,-2,-3,-2,94,97,-2,96,95

# Ordered by length of the SMILES (high to low): some entries from above.
SMILES,Bfl-1 Bim block,Rab7 wt GTP bind,Rab2A wt mod,Bcl-B Bim block,Bim-Bcl-W,Bim-Bcl-2,Cdc42 wt GTP,Rac1 wt modul,Bcl-XL Bim block,HRas wt GTP bind,Rac1 act GTP bind
CCCCNC(=O)CSc1nc2ccccc2c(=O)n1CCNC(C)=O,-2,u,u,3,0,-5,u,u,1,u,u
Cc1cc(NC(=O)CN2CCN(c3ncccn3)CC2)no1,-14,98,97,-10,-3,-13,99,107,-9,102,99
O=C(CSc1ccc(-c2ccco2)nn1)NC1CCCCC1,-1,109,98,0,0,-1,94,96,1,97,95

# (listing goes on)
SMILES,Bfl-1 Bim block,Rab7 wt GTP bind,Rab2A wt mod,Bcl-B Bim block,Bim-Bcl-W,Bim-Bcl-2,Cdc42 wt GTP,Rac1 wt modul,Bcl-XL Bim block,HRas wt GTP bind,Rac1 act GTP bind
CS(=O)(=O)N(CCc1ccccc1)CC(=O)N1CCN(Cc2ccc3c(c2)OCO3)CC1,-18,102,100,-7,-2,-9,103,105,-12,101,99
O=P(CCCCCCCCCP(=O)(c1ccccc1)c1ccccc1)(c1ccccc1)c1ccccc1,-12,98,98,-6,0,-8,95,100,-3,97,96
C=CCn1c(N)cc(=O)nc1SCC(=O)Nc1ccccc1,-10,95,96,-7,-3,-6,97,96,-1,97,95
O=C(CSc1nnc(-c2ccccc2)n1CC1CCCO1)N1CCCC1 (stereo not given),-8,104,98,-3,-3,-1,93,97,-4,97,95
CCOC(=O)c1ccc2c(c1)nc(SCC(=O)c1cc3ccccc3o1)n2CC,0,100,102,-5,-6,1,106,101,-6,103,101
CC(=O)c1ccc2cccc3c2c1N=CN3C,5,90,92,0,3,-1,94,91,0,92,93
O=C(NC1CCN(C(=O)N2c3ccccc3Sc3ccccc32)CC1)c1ccco1,2,104,104,2,4,3,100,103,4,102,101
COc1ccc(NC(=O)Nc2ccc(C)cc2Br)c(OC)c1,-4,95,94,0,-2,0,99,98,-3,93,96
Cc1ccccc1C(=O)NC(=S)Nc1sc2c(c1C#N)CCCC2,-12,97,95,-13,-3,-11,96,93,-7,97,92
CCOC(=O)c1nc(Nc2ccc(N3CCC(C)CC3)cc2)c2ccccc2n1,14,102,98,9,11,12,96,99,3,98,94
COc1ccc(OCC(O)CN(CCO)CC(O)Cn2ccc3ccccc32)cc1 (stereo not given),0,96,98,-4,-3,2,98,103,-6,101,100
O=C(Cn1nnc2ccccc2c1=O)NCCc1ccc(F)cc1,0,95,98,1,0,0,102,102,1,99,98
CCN(C(=O)CSc1nc2nc(C)cc(C)n2n1)C1CCS(=O)(=O)C1 (stereo not given),-9,95,95,-6,1,-3,96,100,-1,96,96
Cc1ccc(C(O)c2nc3ccccc3n2C(C)C)cc1 (stereo not given),-10,104,103,-7,2,-8,102,103,2,103,101
O=C(NCc1cccnc1)c1noc2c1CCCCC2,-3,104,101,0,-1,-3,102,101,-2,104,100
Cc1ccc(C(=O)N(NC2=NS(=O)(=O)c3ccccc32)S(=O)(=O)c2ccc(C)cc2)cc1,0,94,95,1,-3,0,97,98,-4,97,97
COCCNS(=O)(=O)c1ccc(-c2ccc(C)cc2)cc1,-12,101,101,-9,-1,-12,99,101,-6,100,96
Cc1nn(C)cc1NC(=O)c1ccc(Br)o1,3,101,99,-4,0,2,100,100,0,100,98
Cc1cc(=O)c2c(C)nn(-c3ccccc3)c2[nH]1,0,97,98,4,-1,-6,93,96,-1,95,95
COc1cc2ncnc(NCc3ccccc3C)c2cc1OC,-15,93,97,-7,0,-11,97,95,0,97,96
NNC(=O)c1sccc1OCc1ccc(F)cc1,-4,102,95,-4,2,-4,96,95,0,96,95
O=C1CC(c2ccc(F)c(Br)c2)C2=C(CCCC2=O)N1 (stereo not given),-10,96,97,-5,0,-7,98,96,-4,99,98
COc1ccc(CNC(=O)c2ccc(=O)oc2)cc1OC,-5,101,104,-5,0,-5,102,111,-4,105,102
Cc1ccc2c(c1)C(O)(C1COC(C)(C)CC1=O)C(=O)N2C (stereo not given),-4,104,99,-3,-3,-5,102,101,-2,99,96
CCC1CCC(C(=O)NC(CCSC)C(=O)NCCN(CC(C)C)CC(C)C)CC1 (stereo not given),-3,104,101,-2,-2,-3,101,105,-2,101,99
Cc1c(Cl)cccc1NC(=O)N1CCCC1,-15,105,99,-4,-2,-5,100,102,-4,98,95
CCN(CC)CCN(Cc1cc2cc3c(cc2[nH]c1=O)OCO3)C(=S)NCC1CCCO1 (stereo not given),-4,88,93,-9,-2,-2,93,92,-3,92,95
CCOC(=O)c1sc(Nc2nc3c(OC)cccc3s2)nc1C,1,u,u,1,0,0,u,u,1,u,u
Cc1ccc(C(=O)N2c3ccccc3N(Cc3ccccc3)C(=O)C2(C)C)cc1,-1,101,100,-1,-1,-3,96,99,0,98,97
CC(C)(C)NS(=O)(=O)c1ccc(CCC(=O)N2CCCC2)cc1,-3,91,94,-1,1,0,94,90,0,90,94
Cc1ccc(S(=O)(=O)NCCCCCC(=O)NC(C)(C)CO)cc1,-23,u,u,-13,-8,-16,u,u,-16,u,u
O=C(N[C@@H](Cc1ccccc1)C(=O)NC1CCCCC1)c1ccco1,-10,101,99,-9,-1,-5,99,106,-1,101,100
COC(=O)/C=C/c1sc2nc(C)cc(C)c2c1N=CN(C)C,-4,87,92,-4,-3,-3,94,92,-2,93,92
CCOC(=O)c1ccccc1Nc1cc(C)nc2nc(C)nn12,-7,100,100,-5,0,-5,99,101,-3,99,98
CC(=O)c1ccc(OCCCC(=O)NC2=NCCS2)cc1,0,102,101,0,0,0,104,103,-1,100,100
O=C(Cc1cccs1)N1CCN=C1SCc1ccccc1F,-6,98,93,-5,-1,-5,94,102,-6,97,97
Clc1ccccc1CONc1ncnc2nonc12,-1,96,99,-12,-7,-4,100,103,-4,99,98
CCCn1c(SCC(=O)Nc2nc3c(s2)CCCC3)nc2c1c(=O)n(C)c(=O)n2C,-11,101,98,-4,2,-6,98,100,-3,98,97
O=c1c2sc(-c3ccccc3)cc2nc2n1CCC2,0,98,103,-1,5,0,100,106,2,100,100
Cc1nn(-c2ccc(F)cc2)c2sc(C(=O)N3CCCCCC3)cc12,-11,95,96,-7,3,-9,97,98,-2,97,96
CCCSC1=C(C#N)C2(CCCCC2)C(C#N)=C(N)N1,-4,95,95,0,0,-2,96,97,1,94,93
O=C(CC12CC3CC(CC(C3)C1)C2)NCC(=O)N1CCc2ccccc2C1,2,101,102,1,1,-2,103,103,1,101,100
Clc1cccc(-c2ccc(/C=N/n3cnnc3)o2)c1Cl,1,99,98,-2,-1,-4,100,99,-2,98,97
C=CCNc1scc(-c2ccccc2)[n+]1CC=C,-5,105,102,-2,1,-4,100,99,-2,100,96
C#CCOCCOCCOCCNc1nc(N2CCN(C(=O)[C@H]([C@@H](C)CC)n3cc([C@@H](N)CC(C)C)nn3)CC2)nc(N2CCN(C(=O)[C@H](Cc3ccc(O)cc3)n3cc([C@@H](N)C(C)CC)nn3)CC2)n1 (stereo not given in full),-7,98,96,-5,-4,-2,97,98,-2,97,97
O=C(c1cc2c(s1)CCCC2)N1CCN(S(=O)(=O)c2ccccc2C(F)(F)F)CC1,9,97,98,0,-4,2,97,102,-5,97,96
